Compound activity as filed in PubChem.
MsrA act: bovine MsrA enzyme activators, primary screen, biochemical, absorbance, HTS; actives 0.3% (n = 360,000); AID 602163, 2012; activation, % at 10.6 µM; purified bovine MsrA, absorbance read-out; in the data active = activation above about 7.5%;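 also: 0% = vehicle and 100% = reference activator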
Rin1 Abl inh: inhibitors of Rin1-Abl protein binding, primary screen, biochemical, TR-FRET; Tyrosine-protein kinase ABL1 (Homo sapiens) + Ras and Rab interactor 1 (Homo sapiens), …; inhibition, % at 7.35 µM; actives 0.4% (n = 360,000); AID 588664, 2011; in the data active = inhibition above about 5%, passing the limit was not always enough
Neddyl block: inhibitors of cullin neddylation, primary screen, biochemical, TR-FRET, uHTS, NAE and Ubc12; NEDD8-conjugating enzyme Ubc12 (Homo sapiens) + NEDD8-activating enzyme E1 regulatory …; calls only at 25 µM; actives 0.58% (n = 360,000); AID 651699, 2012; in the data active = inhibition above about 36%
PABP1 MLLE inh: inhibitors of PABP1 MLLE–PAM2 peptide binding, primary screen, biochemical, fluorescence polarization, FITC-PAM2, GST-MLLE. Polyadenylate-binding protein 1 (Homo sapiens), P11940. inhibition, % at 20 µM. actives 0.36% (n = 360,000); in the data active = inhibition above about 35%, passing the limit was not always enough;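 also: plate controls were DMSO wells with GST-MLLE for no effect and wells lacking GST-MLLE protein for full effect; some results filed as inactive read as strong as hits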
FAS TE block: FAS thioesterase domain inhibitors, primary screen, biochemical, fluorescence intensity, uHTS | inhibition, % at 15 µM | AID 602261, 2012 | actives 0.67% (n = 360,000) | Fatty acid synthase (Homo sapiens), P49327 | recombinant FAS-TE, OMFH fluorogenic substrate, fluorescence endpoint;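 active = compounds whose normalised, plate-corrected inhibition of enzyme fluorescence in the single-dose primary screen is 50% or more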;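 also: 0% = DMSO with enzyme and 100% = substrate without enzyme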
MsrA inhibitor: bovine MsrA enzyme inhibitors, primary screen, biochemical, absorbance, HTS; Methionine sulfoxide reductase A (Bos taurus); purified bovine MsrA, absorbance read-out; inhibition, % at 15.5 µM; actives 0.75% (n = 360,000); AID 651718, 2012; in the data active = inhibition above about 4.5%;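 also: 0% = vehicle wells with enzyme and 100% = reference inhibitor wells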
eLon inh: inhibitors of E. coli Lon protease, primary screen, biochemical, fluorescence polarization; P0A9M0; actives 0.42% (n = 360,000); purified E. coli Lon protease; inhibition, % at 7.94 µM; in the data active = inhibition above about 13%, passing the limit was not always enough;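 also: 0% = enzyme with probe and DMSO and 100% = no enzyme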
Target sequence (P0A9M0 whole entry, looked up): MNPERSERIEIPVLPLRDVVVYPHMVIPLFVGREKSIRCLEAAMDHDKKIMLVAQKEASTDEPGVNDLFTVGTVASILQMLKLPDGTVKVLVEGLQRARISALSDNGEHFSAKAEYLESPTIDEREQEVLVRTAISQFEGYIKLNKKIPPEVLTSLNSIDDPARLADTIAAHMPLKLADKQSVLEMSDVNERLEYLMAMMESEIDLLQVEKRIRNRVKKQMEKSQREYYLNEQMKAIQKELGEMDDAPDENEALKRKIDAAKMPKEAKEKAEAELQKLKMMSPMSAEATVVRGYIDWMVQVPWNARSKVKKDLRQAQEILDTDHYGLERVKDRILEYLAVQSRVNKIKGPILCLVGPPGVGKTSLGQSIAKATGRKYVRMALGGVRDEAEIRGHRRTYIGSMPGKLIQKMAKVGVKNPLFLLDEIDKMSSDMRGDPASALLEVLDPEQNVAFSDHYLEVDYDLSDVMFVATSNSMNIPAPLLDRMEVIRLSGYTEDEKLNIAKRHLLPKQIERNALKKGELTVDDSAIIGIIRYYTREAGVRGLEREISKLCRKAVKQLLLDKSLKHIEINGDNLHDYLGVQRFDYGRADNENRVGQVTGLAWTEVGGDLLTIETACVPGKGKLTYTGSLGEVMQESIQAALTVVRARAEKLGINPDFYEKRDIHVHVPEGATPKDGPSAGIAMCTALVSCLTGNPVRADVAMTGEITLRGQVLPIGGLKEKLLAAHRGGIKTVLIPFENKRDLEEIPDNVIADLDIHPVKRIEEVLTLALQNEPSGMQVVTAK
CSN inh: inhibitors of CSN-mediated cullin deneddylation, primary screen, biochemical, fluorescence polarization, uHTS | COP9 signalosome complex subunit 5 (Homo sapiens), Q92905 | Purified CSN, SCF-Nedd8-OG deneddylation | inhibition, % at 12.5 µM | actives 0.38% (n = 360,000);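 active = pattern-corrected inhibition above about 35%, with an unprinted fluorescence ratio check between 0.5 and 1.5, limit read from the data, passing the limit was not always enough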;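 also: 0% = enzyme with substrate and 100% = substrate without enzyme; some results filed as inactive read as strong as hits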
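test system = HEK293T-derived human Csn5 enzyme | amount = 0.24 nM Csn5 enzyme, final concentration | medium = Tris/NaCl/DTT buffer, pH 7.5 | schedule = 90 min reaction at room temperature | signal = FP | evaluation = inhibition of Csn5 cleavage, % | compound dosing = single dose of 12.5 µM compound with 0.25% DMSO | probe or stimulus = 10 nM SCFSkp2-Nedd8OG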
TbMetRS inhib: T. brucei MetRS inhibitors, primary screen, biochemical, luminescence; methionyl-tRNA synthetase (Trypanosoma brucei brucei); actives 0.4% (n = 360,000); AID 624268, 2012; purified T. brucei MetRS, ATP depletion, Kinase-Glo luminescence; inhibition, % at 11.9 µM;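 active = inhibition above a per-plate cutoff of the control wells' mean inhibition plus 3 SD, cut at about 5.5% in these data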;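 also: 0% = DMSO wells median and 100% = median of wells with control inhibitor compound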
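assay system = parasite MetRS enzyme | timing = 15 min preincubation, 2 h reaction, all 25 °C | evaluation = percent inhibition relative to median high and low control wells | medium = HEPES buffer containing pyrophosphatase, BSA, spermine, DTT | compound = single dose, 11.9 µM final nominal, 0.9% final DMSO | detection = Kinase-Glo luminescence, ATP depletion format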
Starred values were filed as active, the others as inactive. Not a hit list, and some 4% of all compounds hit somewhere here.

What do the screens show for `CCOC(=O)c1snc2c(=O)[nH]cnc12`?
MsrA act: -14; Rin1 Abl inh: -4; Neddyl block: active; PABP1 MLLE inh: 7; FAS TE block: -10; MsrA inhibitor: 1.2; eLon inh: 6; CSN inh: 0; TbMetRS inhib: -1.2

What do the screens show for `CCc1ccc2oc(C(=O)NCc3ccc(S(N)(=O)=O)cc3)c(C)c2c1`?
MsrA act: -4; Rin1 Abl inh: 1; Neddyl block: inactive; PABP1 MLLE inh: 1; FAS TE block: 1; MsrA inhibitor: -0.7; eLon inh: 0; CSN inh: 3; TbMetRS inhib: -0.9

Results for O=S(=O)(c1cc(F)ccc1F)N1CCN(c2ncccn2)CC1 ?
MsrA act: -7; Rin1 Abl inh: 5; Neddyl block: inactive; PABP1 MLLE inh: 10; FAS TE block: 1; MsrA inhibitor: 0.0; eLon inh: 6; CSN inh: 1; TbMetRS inhib: -0.3

Results for COc1ccccc1CSc1nc2ccccc2[nH]1 ?
MsrA act: -1; Rin1 Abl inh: 1; Neddyl block: inactive; PABP1 MLLE inh: -11; FAS TE block: 0; MsrA inhibitor: 0.2; eLon inh: -2; CSN inh: -1; TbMetRS inhib: 0.9

Results for COC(=O)c1c(NC(=O)c2ccccc2C(=O)O)sc2c1CCCC2 ?
MsrA act: -3; Rin1 Abl inh: -5; Neddyl block: inactive; PABP1 MLLE inh: 8; FAS TE block: -6; MsrA inhibitor: 2.7; eLon inh: -5; CSN inh: 0; TbMetRS inhib: 0.6

What do the screens show for `CC(C)Oc1ccc(C(=O)N(Cc2ccco2)C2CCS(=O)(=O)C2)cc1` (centres undefined)?
MsrA act: -11; Rin1 Abl inh: 4; Neddyl block: inactive; PABP1 MLLE inh: 0; FAS TE block: -2; MsrA inhibitor: -0.4; eLon inh: -4; CSN inh: 3; TbMetRS inhib: -2.2

What do the screens show for `O=C(NCc1ccc2c(c1)OCO2)c1ccc(CS(=O)Cc2ccc(Cl)cc2)o1` (centres undefined)?
MsrA act: -3; Rin1 Abl inh: 0; Neddyl block: inactive; PABP1 MLLE inh: 6; FAS TE block: -4; MsrA inhibitor: 2.5; eLon inh: -5; CSN inh: -2; TbMetRS inhib: -0.5

What do the screens show for `Cc1ccc(N2C(=O)CCC(C(=O)O)C2c2cccs2)cc1` (centres undefined)?
MsrA act: -2; Rin1 Abl inh: 0; Neddyl block: inactive; PABP1 MLLE inh: 17; FAS TE block: -6; MsrA inhibitor: 0.2; eLon inh: -4; CSN inh: -3; TbMetRS inhib: -0.4

Results for CCc1ccccc1NC(=S)Nc1cc(OC)c(NC(=O)C(C)C)cc1OC ?
MsrA act: -8; Rin1 Abl inh: -3; Neddyl block: inactive; PABP1 MLLE inh: 28; FAS TE block: 5; MsrA inhibitor: -1.0; eLon inh: -148; CSN inh: 0; TbMetRS inhib: -0.4

What do the screens show for `Cn1cccc1C(=O)OCC(=O)c1cc2ccccc2o1`?
MsrA act: -2; Rin1 Abl inh: -3; Neddyl block: inactive; PABP1 MLLE inh: -29; FAS TE block: 9; MsrA inhibitor: -0.4; eLon inh: -9; CSN inh: 1; TbMetRS inhib: 0.0

Next part (2 carried over from the part before).
Results for CCc1ccccc1NC(=S)Nc1cc(OC)c(NC(=O)C(C)C)cc1OC ?
MsrA act: -8; Rin1 Abl inh: -3; Neddyl block: inactive; PABP1 MLLE inh: 28; FAS TE block: 5; MsrA inhibitor: -1.0; eLon inh: -148; CSN inh: 0; TbMetRS inhib: -0.4

What do the screens show for `Cn1cccc1C(=O)OCC(=O)c1cc2ccccc2o1`?
MsrA act: -2; Rin1 Abl inh: -3; Neddyl block: inactive; PABP1 MLLE inh: -29; FAS TE block: 9; MsrA inhibitor: -0.4; eLon inh: -9; CSN inh: 1; TbMetRS inhib: 0.0

How did CCN(CC)C(=O)Cn1cc(S(=O)(=O)CC(=O)Nc2cc(OC)ccc2OC)c2ccccc21 do in these assays?
MsrA act: -2; Rin1 Abl inh: 2; Neddyl block: inactive; PABP1 MLLE inh: -1; FAS TE block: -2; MsrA inhibitor: 0.7; eLon inh: 4; CSN inh: -1; TbMetRS inhib: -0.2

Results for CCOC(=O)CC(=O)CSc1nc2cc(C)ccc2cc1C ?
MsrA act: 0; Rin1 Abl inh: -8; Neddyl block: inactive; PABP1 MLLE inh: 32; FAS TE block: 14; MsrA inhibitor: 1.4; eLon inh: 6; CSN inh: 0; TbMetRS inhib: -0.3

How did O=S(=O)(CCc1ccccc1)/N=C/c1cccs1 do in these assays?
MsrA act: -1; Rin1 Abl inh: 0; Neddyl block: inactive; PABP1 MLLE inh: 1; FAS TE block: -9; MsrA inhibitor: 0.3; eLon inh: -4; CSN inh: 8; TbMetRS inhib: 0.1

How did O=S(=O)(NCCc1ccccc1)c1cccc2nsnc12 do in these assays?
MsrA act: -5; Rin1 Abl inh: 3; Neddyl block: inactive; PABP1 MLLE inh: 1; FAS TE block: -1; MsrA inhibitor: 0.0; eLon inh: -11; CSN inh: 3; TbMetRS inhib: -0.9

What do the screens show for `CC(C)c1ccc(C(=O)NCCCc2ccccc2)cc1`?
MsrA act: 1; Rin1 Abl inh: 3; Neddyl block: inactive; PABP1 MLLE inh: -3; FAS TE block: 13; MsrA inhibitor: -0.2; eLon inh: 3; CSN inh: 0; TbMetRS inhib: -0.5

How did Cc1ccccc1NC1C=CS(=O)(=O)C1 (centres undefined) do in these assays?
MsrA act: -1; Rin1 Abl inh: 3; Neddyl block: inactive; PABP1 MLLE inh: -4; FAS TE block: -7; MsrA inhibitor: -1.2; eLon inh: -1; CSN inh: -3; TbMetRS inhib: 0.0

What do the screens show for `COc1ccc(-c2nn(CCC(=O)O)cc2/C=C2\SC(N)=NC2=O)cc1`?
MsrA act: -13; Rin1 Abl inh: -4; Neddyl block: inactive; PABP1 MLLE inh: -41; FAS TE block: -11; MsrA inhibitor: 3.5; eLon inh: -29; CSN inh: -5; TbMetRS inhib: -1.3

What do the screens show for `S=C(NCc1ccc(Cl)c(Cl)c1)Nc1ccc2c(c1)OCO2`?
MsrA act: -2; Rin1 Abl inh: 4; Neddyl block: inactive; PABP1 MLLE inh: -30; FAS TE block: 2; MsrA inhibitor: -0.8; eLon inh: 2; CSN inh: 3; TbMetRS inhib: 0.3

What do the screens show for `O=C(NCCc1ccccc1)c1cccc(Br)c1`?
MsrA act: -5; Rin1 Abl inh: 0; Neddyl block: inactive; PABP1 MLLE inh: 4; FAS TE block: 2; MsrA inhibitor: -1.1; eLon inh: 11; CSN inh: 5; TbMetRS inhib: -1.0

What do the screens show for `CCCN1Cc2cccc(C(=O)NCc3ccccc3)c2C1=O`?
MsrA act: -13; Rin1 Abl inh: 2; Neddyl block: inactive; PABP1 MLLE inh: -7; FAS TE block: -1; MsrA inhibitor: 0.3; eLon inh: -2; CSN inh: 1; TbMetRS inhib: -1.3

Results for Cc1ccc(N2C(=O)/C(=C/c3cccnc3)SC2=S)cc1 ?
MsrA act: 1; Rin1 Abl inh: -2; Neddyl block: inactive; PABP1 MLLE inh: 17; FAS TE block: -6; MsrA inhibitor: -0.2; eLon inh: -1; CSN inh: -5; TbMetRS inhib: -0.6

Results for CC(C)CCNC(=O)c1c[nH]c2ccc(S(=O)(=O)N3CCC4(CC3)OCCO4)cc2c1=O ?
MsrA act: -2; Rin1 Abl inh: -1; Neddyl block: inactive; PABP1 MLLE inh: 5; FAS TE block: 38; MsrA inhibitor: -0.4; eLon inh: -6; CSN inh: 4; TbMetRS inhib: 0.4

Results for COc1ccc(-c2c(-c3cc(OC)cc(OC)c3)n(C)c3ccc(-c4cc(F)cc(OC)c4)cc23)cc1 ?
MsrA act: -8; Rin1 Abl inh: 0; Neddyl block: inactive; PABP1 MLLE inh: 0; FAS TE block: 35; MsrA inhibitor: 1.3; eLon inh: 7; CSN inh: 2; TbMetRS inhib: -0.4

How did COc1ccc(-n2cc(CNCCCn3ccnc3)c(-c3cccc(F)c3)n2)cc1 do in these assays?
MsrA act: -2; Rin1 Abl inh: -2; PABP1 MLLE inh: -10; FAS TE block: -7; MsrA inhibitor: 0.9; eLon inh: 6; CSN inh: -1; TbMetRS inhib: 16*

Results for COc1ccc(COc2ncnc3ccc(Br)cc23)cc1F ?
MsrA act: -1; Rin1 Abl inh: 0; Neddyl block: inactive; PABP1 MLLE inh: 11; FAS TE block: 32; MsrA inhibitor: -1.3; eLon inh: -13; CSN inh: 0; TbMetRS inhib: 0.7

What do the screens show for `CN(C(=O)c1ccc(NC(=O)Cc2cccc(NC(=O)C3CCN(C(=O)CCc4ccccc4)CC3)c2)cc1)C1CCCC1`?
MsrA act: -5; Rin1 Abl inh: 6; Neddyl block: inactive; PABP1 MLLE inh: -8; FAS TE block: 3; MsrA inhibitor: 1.2; eLon inh: -3; CSN inh: 3; TbMetRS inhib: -0.3

How did CCc1nnc(NC(=O)c2c(-c3ccccc3)noc2C)s1 do in these assays?
MsrA act: -2; Rin1 Abl inh: 2; Neddyl block: inactive; PABP1 MLLE inh: 6; FAS TE block: -1; MsrA inhibitor: 1.6; eLon inh: -1; CSN inh: 1; TbMetRS inhib: -0.8

Results for O=CN1CCN(S(=O)(=O)c2ccc(Cl)c(C(=O)O)c2)CC1 ?
MsrA act: -4; Rin1 Abl inh: 4; Neddyl block: inactive; PABP1 MLLE inh: -2; FAS TE block: -3; MsrA inhibitor: -0.1; eLon inh: 0; CSN inh: 0; TbMetRS inhib: -0.3

How did Cc1oc(C(C)(C)C)cc1C(=O)N1CCN(c2ccc(C(F)(F)F)cn2)CC1 do in these assays?
MsrA act: -5; Rin1 Abl inh: -1; Neddyl block: inactive; PABP1 MLLE inh: 6; FAS TE block: 19; MsrA inhibitor: 0.2; eLon inh: 1; CSN inh: 0; TbMetRS inhib: -0.7

How did CC(C)[C@H](NC(=O)[C@@H]1Cc2ccccc2CN1)C(=O)NC1CCCCC1 do in these assays?
MsrA act: 0; Rin1 Abl inh: 2; Neddyl block: inactive; PABP1 MLLE inh: -1; FAS TE block: -2; MsrA inhibitor: -0.7; eLon inh: -2; CSN inh: 5; TbMetRS inhib: -0.6

What do the screens show for `COc1ccc(N2CCN(C(=O)C(=O)c3cc(OC)c(OC)c(OC)c3)CC2)cc1`?
Neddyl block: inactive; MsrA inhibitor: 1.7; CSN inh: 2; TbMetRS inhib: -1.0

What do the screens show for `CC(/C=C/c1ccccc1)=N\NC(=O)c1ccc2c(c1)OCCO2`?
MsrA act: -4; Rin1 Abl inh: -6; Neddyl block: inactive; PABP1 MLLE inh: -1; FAS TE block: -4; MsrA inhibitor: 2.6; eLon inh: 3; CSN inh: 1; TbMetRS inhib: -0.2
